# High-throughput results: PubChem, National Center for Advancing Translational Sciences (NCATS)
# D1 ag: activates the human D1 dopamine receptor | AID 504660 | HEK293 T-REx D1 cells, calcium flux, agonist mode | 360,000 compounds, 1% hits | activation, % at 2 µM | P21728; further: 0% is about no effect
#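 Tetracycline-induced HEK293 TREx D1 cells, force-coupled to calcium signalling, were dye-loaded with a no-wash calcium kit. Compound was pin-added after a 10 s baseline. Fluorescence was read kinetically at 1 cycle/s for 180 s, with calcium rises flagged as agonism.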
# RXFP1 antagonist: blocks the human relaxin receptor RXFP1; activity change, negative = inhibition, % at 57.5 µM; HEK293-RXFP1, relaxin-stimulated cAMP HTRF, 30 min; active compounds read low; 350,000 compounds, 0.59% hits; Q9HBX9;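 active means activity change of -60% or lower, but not beyond a set lower limit; inconclusive means change between -60% and -40%, or beyond the set limit; inactive means change above -40%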; further: on the % scale 0 is the no-effect control and ±100 the full control effect
# TRHR ag: activates the human TRH receptor; 360,000 compounds, 0.18% hits; P34981; TRHR cells, calcium flux fluo-8, FDSS agonist mode; AID 493084; activation, % at 2 µM; further: 0% is about no effect
# Target sequence (P34981 whole entry, looked up): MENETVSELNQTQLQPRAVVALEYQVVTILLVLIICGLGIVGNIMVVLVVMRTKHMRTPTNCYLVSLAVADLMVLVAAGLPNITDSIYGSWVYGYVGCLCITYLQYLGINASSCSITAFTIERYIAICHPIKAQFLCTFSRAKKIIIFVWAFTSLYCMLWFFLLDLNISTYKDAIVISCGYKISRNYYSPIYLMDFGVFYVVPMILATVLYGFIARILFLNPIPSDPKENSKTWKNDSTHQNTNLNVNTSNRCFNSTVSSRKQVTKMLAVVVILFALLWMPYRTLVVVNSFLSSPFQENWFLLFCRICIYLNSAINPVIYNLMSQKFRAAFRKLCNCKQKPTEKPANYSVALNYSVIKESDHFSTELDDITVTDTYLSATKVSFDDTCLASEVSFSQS
#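 Fluo-8-loaded TRHR cells; 10 s baseline, compound added, kinetic Ca2+ fluorescence read 1/s, agonist mode.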
# D1 antag: antagonists of human D1 dopamine receptor | P21728 | HEK293 TREx D1 cells, calcium flux, dopamine EC80; active compounds read low | activity change, negative = inhibition, % at 10 µM | 360,000 compounds, 3.2% hits; in the data active means activity change below about -30%; further: on the % scale 0 is the no-effect control and ±100 the full control effect
#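 Antagonism measured as reduced calcium response to an EC80 dopamine addition following 180 s compound pre-read; cells were inducible HEK293 Trex D1 plated overnight at 30 C, read kinetically at 1 cycle/sec.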
# D2 ag: D2 dopamine receptor (human) agonism. HEK293 T-REx D2 cells, calcium flux agonist mode. activation, % at 2 µM. AID 485358. 340,000 compounds, 0.53% hits. P14416;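 active means activation over 3 SD above normal in the single-dose calcium agonist read, cut at about 30% in these data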; further: 0% is about no effect
# Target sequence (P14416 whole entry, looked up): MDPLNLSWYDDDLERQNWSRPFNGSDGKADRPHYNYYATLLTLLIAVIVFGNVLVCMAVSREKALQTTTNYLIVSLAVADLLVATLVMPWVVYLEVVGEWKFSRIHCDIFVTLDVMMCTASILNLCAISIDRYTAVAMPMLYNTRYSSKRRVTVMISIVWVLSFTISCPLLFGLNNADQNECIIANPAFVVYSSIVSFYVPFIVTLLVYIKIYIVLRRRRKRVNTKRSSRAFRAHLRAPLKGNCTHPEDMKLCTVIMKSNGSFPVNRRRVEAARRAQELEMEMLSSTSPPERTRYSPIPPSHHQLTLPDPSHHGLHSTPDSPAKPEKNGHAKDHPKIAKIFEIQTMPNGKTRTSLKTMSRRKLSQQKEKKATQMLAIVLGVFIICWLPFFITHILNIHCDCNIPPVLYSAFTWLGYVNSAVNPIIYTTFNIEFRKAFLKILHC
#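 HEK293 Trex D2 cells, tetracycline-induced, o/n 30 C 5% CO2; no-wash Ca dye, RT 30–90 min; 10-cycle baseline, 23 nl cpd added, kinetic Ca read 180 s; agonist hits = positive Ca response.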
# TRHR enhancer: allosteric enhancers of human TRH receptor; enhancement, % at 2 µM; P34981; TRHR cells, fluo-8 calcium fluorescence, EC20 TRH enhancement; 360,000 compounds, 0.66% hits; in the data active means enhancement above about 30%; further: 0% is about no effect
#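 Enhancer read-out: after compound pinning and an initial kinetic agonist-mode read, an EC20 of TRH (10 nM final) was injected and fluo-8 calcium signal (Ex 480/Em 530) followed at 1 s/cycle for 100 cycles in TRHR-expressing cells.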
# D1 potentiator: potentiators of human D1 dopamine receptor; potentiation, % at 10 µM; HEK293 TREx D1 cells, calcium flux, dopamine EC20 potentiation; AID 504651; 360,000 compounds, 0.036% hits; P21728; in the data active means potentiation above about 30%; further: 0% is about no effect
# D2 antag: D2 dopamine receptor (human) antagonism | P14416 | 340,000 compounds, 2% hits | HEK293 TREx D2 cells, calcium flux, dopamine EC80 | inhibition, % at 10 µM; in the data active means inhibition above about 30%; further: 0% is about no effect
#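 Cells plated overnight at 30 C with tetracycline; no-wash calcium dye, 30–90 min RT; 10 s baseline; compound pinned; 180 s read; EC80 dopamine added; another 180 s read.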
# D2 PAM: positive allosteric modulators of human D2 dopamine receptor | HEK293 T-REx D2, calcium flux, EC20 dopamine potentiation | potentiation, % at 10 µM | 340,000 compounds, 0.34% hits;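 active means potentiation over 3 SD above the plate norm, cut at about 30% in these data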; further: 0% is about no effect
#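 Potentiation of an EC20 dopamine calcium response is measured in a force-coupled, tetracycline-inducible Hek293 Trex D2 line. Compound-only kinetic reads over 180 s flag agonists before dopamine addition.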
# The depositor's hits bear a star; ? = inconclusive; · = not tested or not shown. Unless noted, no stated cut-off is given here; in the data, active means activation above about 30%; inactive means the rest.
SMILES,D1 ag,RXFP1 antagonist,TRHR ag,D1 antag,D2 ag,TRHR enhancer,D1 potentiator,D2 antag,D2 PAM
Cc1cccc(/C(N)=N/OC(=O)c2ccc(Br)o2)c1,2,-16,-0.3,-2,-0.3,0,0,6,4
CCOc1ccc(NC(=O)c2cccc3c2C(=O)N(CC2CCCO2)C3)cc1 (stereo not drawn),-1,0,-0.6,5,-0.4,-4,-10,22,-3
COc1ccc(S(=O)(=O)N(CC(=O)NCc2ccncc2)Cc2ccccc2)cc1,-1,0,-0.5,0,-0.4,-5,3,-4,4
O=C(CN1CCN(c2ccc(Cl)cc2)CC1)Nc1ccc(F)cc1,6,-2,-0.1,-13,-1.1,3,-3,10,-16
Cc1ccc(-n2cccn2)cc1,0,-6,1.3,-8,2.2,8,-1,9,4
Cc1cc(NC(=O)C2CCCCC2)n(-c2nc3ccccc3[nH]2)n1,1,-16,1.2,-29,2.4,-7,-6,0,-1
CCc1ccc(S(=O)(=O)N/N=C\c2ccc3c(c2)OCO3)cc1,3,-7,0.0,-7,0.1,-8,-4,-11,2
CN(C)S(=O)(=O)c1ccc(C(=O)NCc2nnc(SCC(=O)N3CCCCCC3)o2)cc1,8,-4,0.1,4,0.3,-5,2,-6,-3
CCc1nnc(NC(=O)CSc2nnc(C)n2CC2CCCO2)s1 (stereo not drawn),3,-8,0.8,-12,1.9,-1,2,-8,-5
Cc1nc2ccc(NC(=O)c3ccco3)cc2nc1C,-1,1,-1.1,10,0.2,15,0,5,1
CC1Sc2ccc(S(=O)(=O)N3CCC(C(=O)NCc4ccc(Cl)cc4)CC3)cc2NC1=O (stereo not drawn),2,0,0.0,-5,-0.2,5,-2,7,11
Cc1cc(C)c2c(-n3cccc3)c(NC(=O)OC(C)C)sc2n1,0,-21,6.0,23,13,-1,-3,22,2
O=C(Nc1ccncc1)C1CCN(S(=O)(=O)c2cccc(C(F)(F)F)c2)CC1,8,-5,-0.1,-44*,0.8,6,·,-10,6
COC(C(=O)Nc1ccc(NC(=O)C(OC)c2ccccc2)cc1)c1ccccc1 (stereo not drawn),5,0,3.5,-25,3.3,-3,-1,27,14
O=C(NCCNS(=O)(=O)c1ccccc1)c1cc(OCC(F)(F)F)ccc1OCC(F)(F)F,4,-8,-0.6,-27,0.8,-12,-2,21,2
CCN1C(=O)/C(=C\c2nc3ccccc3c(=O)n2CC)c2ccccc21,6,?,-1.5,-7,-0.2,0,2,1,0
Cc1c(NC(=O)/C=C/C(=O)O)cccc1[N+](=O)[O-],3,6,0.1,-42*,0.1,1,-8,-2,5
Cc1cc(C)n2[nH]c(=O)c(N=Nc3ccc(S(N)(=O)=O)cc3)c2n1,0,6,-0.1,2,-0.1,0,-3,5,12
O=C(CN(Cc1ccccc1Cl)C(=O)c1csnn1)NCCc1ccccc1,-1,-1,-0.4,-8,0.4,-1,-3,-42,2
COc1cc(OC)cc(C(=O)NCC(=O)OCC(=O)N2CC(C)CC(C)C2)c1 (stereo not drawn),0,-3,-0.7,-14,0.5,-2,-1,7,9
Clc1ccc(-c2cn3c(n2)-c2ccccc2C3)cc1Cl,2,·,0.0,16,0.5,7,-6,-7,-1
O=C(NCc1ccccc1)c1cc2nc(C3CC3)cc(C(F)(F)F)n2n1,0,1,-0.9,6,0.7,-12,0,17,6
O=C(c1ccc2c(c1)OCCO2)N1CCN(c2ccc([N+](=O)[O-])cc2)CC1,1,·,0.6,5,·,-6,-5,·,-1
CC(C)(C#N)C(C)(C)c1nn[nH]n1,2,-7,-1.0,-4,-0.4,-2,-3,-32,-11
Cc1ccc(Cn2nnc3c(=O)[nH]c(C4CCN(S(=O)(=O)c5ccc(F)cc5)CC4)nc32)cc1,-1,6,0.3,2,1.1,-2,-7,8,6

# Further records follow:
SMILES,D1 ag,RXFP1 antagonist,TRHR ag,D1 antag,D2 ag,TRHR enhancer,D1 potentiator,D2 antag,D2 PAM
O=S(=O)(NCC1OCCc2ccccc21)c1ccc(S(=O)(=O)N2CCOCC2)cc1 (stereo not drawn),0,-1,-0.1,-5,0.2,-11,2,0,1
Cc1cc(OCC(=O)OCC(=O)NCC2CCCO2)ccc1Cl (stereo not drawn),6,-2,0.0,-15,·,3,-4,·,·
CN(Cc1ccccc1)S(=O)(=O)c1ccc(N2CCCC2=O)cc1,10,0,-0.4,-24,0.0,7,0,-1,1
COC(=O)CCNC(=O)c1nn(Cc2ccccc2)c(=O)c2ccccc12,2,5,-0.6,-3,-1.6,-3,4,6,1
Cc1ccc2c(-c3ccc([N+](=O)[O-])cc3)cc(=O)[nH]c2c1,2,11,0.2,-14,0.6,-2,-4,-9,6
CC(OC(=O)Cc1coc2cc3c(cc12)CCC3)C(=O)NC(N)=O (stereo not drawn),3,-13,-0.7,17,0.0,4,-1,4,6
COc1nc2c(C)cccc2cc1-c1noc(-c2ccncc2)n1,4,·,-1.3,-2,1.0,4,3,0,15
Cc1cnc(NC(=O)C(C)N2C(=O)C3CC=CCC3C2=O)s1 (stereo not drawn),0,-6,-0.1,2,·,-2,-3,·,6
c1ccc(OCCCc2nc(-c3ccccn3)no2)cc1,0,12,0.8,-7,-0.8,8,-4,-1,5
Cc1cc(C)c(C#N)c(OCC(=O)c2ccc(Br)cc2)n1,10,4,-0.2,-14,0.3,8,7,10,8
Cc1cc(OCCCC(=O)Nc2cccc(-n3cnnn3)c2)ccc1Cl,10,-3,0.1,-20,-0.8,-7,-8,6,-4
COc1ccc(C(=O)CCC(=O)NCCc2c[nH]c3ccccc23)cc1,-1,-4,-0.2,7,2.0,-7,-8,-6,-3
COC(=O)CCC(=O)N1CCCC(CO)(Cc2ccccc2)C1 (stereo not drawn),0,-7,0.0,-1,-0.3,1,3,3,-1
Cc1ccc(-c2n[nH]c(=S)n2/N=C/c2ccncc2)cc1,-3,-10,-0.1,-9,0.0,13,10,2,6
C=CCOc1c(Cl)cc(CNc2ccc(N(C)C)cc2)cc1OC,0,-103*,0.5,-9,-0.5,1,7,-13,16
Cc1ccc2nc(SC(C(=O)Nc3ccc(F)cc3)c3ccccc3)[nH]c2c1 (stereo not drawn),2,·,0.1,-10,-1.2,-4,-10,1,-3
COc1cc(CNc2ncc(-c3ccc(Br)cc3)n2C)cc(OC)c1O,2,10,0.4,-42*,-0.3,41*,-9,-18,-4
O=C(CSc1ncccn1)N1CCN(C(c2ccccc2)c2ccccc2)CC1,3,-2,-0.8,3,0.4,21,2,4,4
COc1cc(-c2nnc(SCC3(c4ccc(Br)cc4)OCCO3)o2)cc(OC)c1OC,4,-13,0.4,-2,0.1,6,5,3,0
CCN(CCCNC(=O)CCNC(=O)Cn1cnc2ccccc2c1=O)c1ccccc1,1,-2,-0.4,9,-0.8,-5,1,-2,-9
CCNc1nc(NCC)n2c(SCC(=O)Nc3ccc(CC)cc3)nnc2n1,-1,-5,0.0,13,0.1,4,-2,15,-7
NC(=O)Cn1c(=O)oc2ccccc21,4,4,0.1,7,0.5,4,1,-16,3
CCCCN(C(=O)Cn1nnc2ccccc21)C(C(=O)NCCOC)c1ccccc1 (stereo not drawn),-3,1,-0.3,-1,0.5,2,8,3,-3
COc1ccccc1C(=O)NC(CCSC)C(=O)NCC(c1cccs1)N1CCOCC1 (stereo not drawn),2,-9,0.2,1,0.2,-7,3,-12,-8
Cc1ccccc1C(=O)N1CCC(C(=O)NC2CCCCCC2)CC1,2,17,-0.9,9,0.5,-4,-5,8,-4

# (list continues)
SMILES,D1 ag,RXFP1 antagonist,TRHR ag,D1 antag,D2 ag,TRHR enhancer,D1 potentiator,D2 antag,D2 PAM
NC(=O)CC(NC(=O)Cc1cccc2ccccc12)c1ccc(NCCc2cccc(F)c2)c([N+](=O)[O-])c1 (stereo not drawn),6,·,-0.1,-12,1.2,4,-1,2,1
O=C(Nc1nnc(CCN2CCOCC2)s1)c1ccccc1,0,-11,0.2,8,·,4,-5,·,·
COCCCNc1ncnc2nc[nH]c12,2,·,0.2,-2,0.1,-2,-5,-11,-1
COc1ccc(C)cc1NC(=S)N1CCN(c2ccccn2)CC1,1,-7,-1.7,8,57*,8,-8,-3,-23
CC(=O)N/C(=C/c1ccc(OS(=O)(=O)c2ccc(C)cc2)cc1)C(=O)NCCO,10,2,0.5,-5,-0.5,5,-2,-4,12
O=C(Cc1ccc(F)cc1)NC(Cc1c[nH]c2ccccc12)C(=O)O (stereo not drawn),3,7,-1.0,2,-1.3,1,1,-2,4
COc1ccc(C(=O)N/N=C/c2cc(Br)ccc2O)cc1OC,1,-8,0.3,-9,0.3,-2,-11,-16,-11
Cc1ccc(S(=O)(=O)NCC(=O)OCC(=O)c2cc(C)n(-c3ccccc3)c2C)cc1,2,-5,-0.8,-27,-1.4,-8,-2,-10,-3
CN1CCN(NC(=O)c2cccc(F)c2)CC1,1,-2,0.5,-26,-0.7,-3,-8,3,10
Cc1nc(-n2nc(C)c(CCC(C)C)c2C)sc1C(=O)Nc1ccc(Br)cc1,1,-4,-0.1,-1,·,2,1,·,7
Cc1ccc(-c2csc3ncnc(N4CCN(C)CC4)c23)cc1C,-3,-4,0.0,4,-1.2,-4,-4,-4,7
COc1ccc(Cl)cc1-c1nc(SCC(=O)NCC2CCCO2)n[nH]1 (stereo not drawn),4,1,0.2,-4,·,5,0,·,·
COC(=O)C1(C)Nc2ccccc2C(=O)N1c1ccccc1C (stereo not drawn),0,-2,0.2,-4,0.0,-2,-5,-12,7
O=C1CCC([N+](=O)[O-])C(c2cccc(Cl)c2Cl)N1 (stereo not drawn),0,4,0.0,7,1.1,0,0,4,3
O=S(=O)(Nc1ccc(Cl)cn1)c1ccccc1,2,-13,0.2,3,0.3,-6,-1,5,1
CCCCNC(=S)Nc1cccc(C(C)=O)c1,5,5,0.1,-15,-0.3,-1,0,9,-13

# In another format: entries from further up.
# Every second line gives: D1 ag, RXFP1 antagonist, TRHR ag, D1 antag, D2 ag, TRHR enhancer, D1 potentiator, D2 antag, D2 PAM
> COCCCNc1ncnc2nc[nH]c12
    2, ·, 0.2, -2, 0.1, -2, -5, -11, -1
> COc1ccc(C)cc1NC(=S)N1CCN(c2ccccn2)CC1
    1, -7, -1.7, 8, 57*, 8, -8, -3, -23
> CC(=O)N/C(=C/c1ccc(OS(=O)(=O)c2ccc(C)cc2)cc1)C(=O)NCCO
    10, 2, 0.5, -5, -0.5, 5, -2, -4, 12
> O=C(Cc1ccc(F)cc1)NC(Cc1c[nH]c2ccccc12)C(=O)O (stereo not drawn)
    3, 7, -1.0, 2, -1.3, 1, 1, -2, 4
> COc1ccc(C(=O)N/N=C/c2cc(Br)ccc2O)cc1OC
    1, -8, 0.3, -9, 0.3, -2, -11, -16, -11
> Cc1ccc(S(=O)(=O)NCC(=O)OCC(=O)c2cc(C)n(-c3ccccc3)c2C)cc1
    2, -5, -0.8, -27, -1.4, -8, -2, -10, -3
> CN1CCN(NC(=O)c2cccc(F)c2)CC1
    1, -2, 0.5, -26, -0.7, -3, -8, 3, 10

# Quoted from the listing.
# CC(OC(=O)Cc1coc2cc3c(cc12)CCC3)C(=O)NC(N)=O (stereo not drawn) in D2 ag is entered as 0.0
# Cc1cc(OCCCC(=O)Nc2cccc(-n3cnnn3)c2)ccc1Cl in D2 antag is entered as 6
# Clc1ccc(-c2cn3c(n2)-c2ccccc2C3)cc1Cl in TRHR enhancer is entered as 7
